Screening data: PubChem, NMMLSC
ABCG2 inh – blocks JC-1 efflux by human ABCG2 transporter; 190,000 compounds, 0.1% hits; IgMXP3 cells, flow cytometry; inhibition, % at 6.6 µM; AID 1325;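 active = inhibition above 80%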;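 also: 0% = DMSO and 100% = nicardipine control wells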
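test system = two drug-resistant human cell lines, ABCG2 and ABCB1 | amount = 3 million cells/mL final, two lines in 1:1 ratio | reagent = JC-1 transporter substrate | doses = one concentration, 6.6 µM final | incubation = 10 min at 25 °C | signal = flow cytometric JC-1 green MFI at 530 nm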
Bcl-2 Bim block – disrupts Bim peptide binding to human Bcl-2; Bead-based flow cytometry, Bim peptide-Bcl-2 binding; inhibition, % at 10 µM; 190,000 compounds, 0.06% hits; in the data active = inhibition above about 40%; inconclusive = no clear call, values can overlap the other calls;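 also: 0% = no compound wells with probe peptide and 100% = reference peptide inhibitor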
GSH fluor – GSH bead compound fluorescence profile. GSH beads flow cytometry, compound fluorescence 488/530 nm; active compounds read high. fluorescence (KMESF) at 10 µM. 190,000 compounds, 0.25% hits. AID 1776; in the data active = fluorescence above about 89;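 also: glutathione beads carrying GST-tagged Bcl family fusion proteins plus one bare bead set; values are compound well signal with DMSO vehicle wells as background; inactives centre near 16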
Avidin bead fluor – compound fluoresces at 488/530 nm on avidin beads. compound fluorescence 488/530 nm, flow cytometry; active compounds read high. fluorescence (KMESF) at 10 µM. 220,000 compounds, 0.38% hits; in the data active = fluorescence above about 47; also: inactives centre near 10
RGS7-Gao reg – regulators of human RGS7-Galphao interaction | AID 1439 | Multiplexed bead flow cytometry, RGS7-Galphao binding; actives lie on both sides | 220,000 compounds, 0.35% hits | P09471 | binding response (% of control), % at 10 µM; in the data active = binding response below about 49% or above about 150%; inconclusive = no clear call, values can overlap the other calls; inactive = in between;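 also: fluorescent Galphao held in activated GDP-AlF4 state binding bead-coupled RGS7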
RGS4-Gao reg – human RGS4-Galphao interaction regulation; 220,000 compounds, 0.33% hits; binding response (% of control), % at 10 µM; Multiplexed bead flow cytometry, RGS4-Galphao binding; actives lie on both sides; P09471; in the data active = binding response below about 49% or above about 150%; inactive = in between;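 also: fluorescent Galphao activated with aluminum fluoride binding bead-coupled RGS4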
Bfl-1 Bim block – disrupts Bim binding to human Bfl-1 | inhibition, % at 10 µM | AID 1008 | Bead-based flow cytometry, Bim-Bfl-1 binding inhibition | 190,000 compounds, 0.12% hits;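 also: 0% = wells without compound plus tracer and 100% = blocker peptide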
ABCB1 inh – blocks JC-1 efflux by human ABCB1 transporter. P08183. CCRF-Adr cells, flow cytometry. inhibition, % at 6.6 µM. 190,000 compounds, 0.067% hits; in the data active = inhibition above about 40%;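 also: 0% = vehicle and 100% = reference inhibitor; higher value means more JC-1 retained so stronger ABCB1 efflux block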
Target sequence (P08183 whole entry, looked up): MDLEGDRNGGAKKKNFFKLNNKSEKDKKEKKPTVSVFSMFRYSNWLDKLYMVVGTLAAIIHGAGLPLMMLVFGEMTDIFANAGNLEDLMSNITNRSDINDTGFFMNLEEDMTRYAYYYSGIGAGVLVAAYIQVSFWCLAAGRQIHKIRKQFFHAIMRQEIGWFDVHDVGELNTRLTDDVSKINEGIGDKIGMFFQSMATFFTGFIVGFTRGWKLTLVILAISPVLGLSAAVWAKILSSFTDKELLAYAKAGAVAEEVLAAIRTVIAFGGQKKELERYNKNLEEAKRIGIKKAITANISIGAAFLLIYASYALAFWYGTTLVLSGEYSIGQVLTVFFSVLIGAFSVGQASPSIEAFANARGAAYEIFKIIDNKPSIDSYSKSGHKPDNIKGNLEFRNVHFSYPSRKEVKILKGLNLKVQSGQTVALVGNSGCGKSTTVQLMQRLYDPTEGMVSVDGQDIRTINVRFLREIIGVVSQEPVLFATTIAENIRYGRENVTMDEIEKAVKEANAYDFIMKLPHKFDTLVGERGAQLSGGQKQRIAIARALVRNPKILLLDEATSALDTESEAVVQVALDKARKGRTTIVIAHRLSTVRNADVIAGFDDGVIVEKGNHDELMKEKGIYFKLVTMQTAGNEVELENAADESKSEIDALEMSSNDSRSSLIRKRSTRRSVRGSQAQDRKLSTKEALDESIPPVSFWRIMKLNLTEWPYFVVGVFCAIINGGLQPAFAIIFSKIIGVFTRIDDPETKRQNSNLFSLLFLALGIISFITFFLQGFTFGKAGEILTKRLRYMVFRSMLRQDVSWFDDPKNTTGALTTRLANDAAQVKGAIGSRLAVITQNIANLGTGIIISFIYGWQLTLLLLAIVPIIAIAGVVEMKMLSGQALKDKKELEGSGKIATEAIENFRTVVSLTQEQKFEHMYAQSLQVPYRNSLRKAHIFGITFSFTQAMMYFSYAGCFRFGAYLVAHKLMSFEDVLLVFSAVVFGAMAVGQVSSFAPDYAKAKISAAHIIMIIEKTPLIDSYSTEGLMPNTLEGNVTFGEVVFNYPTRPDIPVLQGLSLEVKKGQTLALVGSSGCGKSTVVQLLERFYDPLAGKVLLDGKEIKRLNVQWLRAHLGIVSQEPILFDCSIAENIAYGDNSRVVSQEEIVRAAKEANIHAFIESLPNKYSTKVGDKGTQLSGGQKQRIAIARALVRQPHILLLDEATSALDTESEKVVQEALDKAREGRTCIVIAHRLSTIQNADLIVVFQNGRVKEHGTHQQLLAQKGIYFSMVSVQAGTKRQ
Bcl-W Bim block – human Bim-Bcl-W interaction inhibition. bead-based flow cytometry, Bim peptide-Bcl-W binding. inhibition, % at 10 µM. Q92843. 190,000 compounds, 0.02% hits;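 also: 0% = bound tracer without compound and 100% = peptide blocker; higher means less fluorescent Bim peptide bound to Bcl-W beads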
Bcl-B Bim block – human Bim-Bcl-B interaction inhibition | inhibition, % at 10 µM | 190,000 compounds, 0.073% hits | AID 951 | bead-based flow cytometry, Bim peptide-Bcl-B binding | Q9HD36;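 also: 0% = tracer peptide without compound and 100% = reference inhibitor peptide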
Bcl-XL Bim block – disrupts Bim peptide binding to human Bcl-XL. bead flow cytometry, fluorescence. Q07817. 190,000 compounds, 0.04% hits. AID 1007. inhibition, % at 10 µM
The depositor's hits bear a star; ? = inconclusive; · = no result given; & = joins results of further samples. Rule as the data show it, unless noted: active = inhibition above about 40%.

Start of the listing, in advance, 3 compounds:
ABCG2 inh	Bcl-2 Bim block	GSH fluor	Avidin bead fluor	RGS7-Gao reg	RGS4-Gao reg	Bfl-1 Bim block	structure	ABCB1 inh	Bcl-W Bim block	Bcl-B Bim block	Bcl-XL Bim block
0	-2	24	13	103	102	-2	Cc1ccc(CNC(=O)CCCc2ccccc2)cc1	0.5	4	0	0
7	-9	63	11	96	96	-9	COc1ccccc1NC(=O)CSc1nnc(Cn2nnc(-c3ccccc3)n2)n1-c1ccccc1	1.9	4	-4	-1
31	-8	26	13	92	96	-18	CC1=Nc2ccccc2/C1=C/c1sc(=N)n(-c2nccs2)c1O	-0.2	0	-7	-14

This part in full, repeating the preview:
ABCG2 inh	Bcl-2 Bim block	GSH fluor	Avidin bead fluor	RGS7-Gao reg	RGS4-Gao reg	Bfl-1 Bim block	structure	ABCB1 inh	Bcl-W Bim block	Bcl-B Bim block	Bcl-XL Bim block
0	-2	24	13	103	102	-2	Cc1ccc(CNC(=O)CCCc2ccccc2)cc1	0.5	4	0	0
7	-9	63	11	96	96	-9	COc1ccccc1NC(=O)CSc1nnc(Cn2nnc(-c3ccccc3)n2)n1-c1ccccc1	1.9	4	-4	-1
31	-8	26	13	92	96	-18	CC1=Nc2ccccc2/C1=C/c1sc(=N)n(-c2nccs2)c1O	-0.2	0	-7	-14
1	-2	15	32	100	104	-2	C=CCNc1sc(C(=O)c2ccc(C)cc2)c(N)c1C#N	0.1	0	0	-3
2	-7	11	10	104	103	-16	CC(=O)c1ccc(N(C(=O)Cn2nnc3ccccc32)C(C(=O)NCc2ccccc2)c2ccccn2)cc1 (stereo not given)	0.4	-4	-9	-5
4	-2	11	3	98	100	-3	O=C(CCc1nnc(CCc2ccccc2)o1)N1CCCC1c1nccs1 (stereo not given)	1.7	-3	-3	-2
5	-6	42	5	111	116	-6	Cc1ccc(C2=NC(C)(C)N=C2SCC(=O)Nc2ccc(Cl)cc2)cc1	1.0	-2	-2	0
2	1	26	12	99	100	-5	CCC(C(=O)OCC(=O)NC(=O)NC(C)(C)C)c1ccccc1 (stereo not given)	0.4	2	0	1
0	?	56	7	96	99	·	Cc1cc2cc(CN(Cc3cccs3)C(c3nnnn3C(C)(C)C)C(C)C)c3nnnn3c2cc1C (stereo not given)	4.2	·	·	·
1	0	22	8	106	105	0	CCc1ccc(CN2CCCC(CNS(=O)(=O)c3ccc(OC)cc3)C2)cc1 (stereo not given)	1.0	1	1	-2
3	0	20	16	91	91	-1	COc1cccc(-c2cc(C(F)(F)F)nc(-n3cncn3)n2)c1	0.3	-1	-1	-1
-1	-7	16	8	?	100	-7	O=C(COC(=O)/C=C/c1ccc(F)cc1)Nc1ccc(Cl)cn1	-0.1	0	-4	-3
-1	-1	22	10	?	97	5	COC(=O)c1ccccc1NC(=O)Nc1ccc(C)cn1	0.8	-4	2	0
5	-9	23	25	106	100	-21	Cc1ccc2c(c1)N(CC(=O)O)C(=O)CO2	1.0	-3	-12	-8
6	-4	17	27	101	99	-2	O=C(/C=C/c1ccccc1)N1CCN(Cc2nc3ccccc3c(=O)[nH]2)CC1	1.2	-4	0	-1
-3	-2	12	5	101	101	0	Cc1ccc(-c2csc3nc[nH]c(=S)c23)cc1C	-0.8	-5	-8	-8
9	-16	23	37	98	101	-16	C=CCn1c(C)cc(C(=O)COc2ncnc3sccc23)c1C	0.5	-4	-9	0
0	-3	17	9	94	97	0	CCOC(=O)c1c(C)[nH]c(C(=O)OC/C(O)=C(\C#N)c2nc3ccccc3[nH]2)c1C	0.0	-2	4	-1
2	-6	51	5	95	87	-9	Cc1ccc(OCC(=O)Nc2ccc(F)cc2)cc1	0.5	0	-9	-14
1	-9	19	·	·	·	-4	Cc1c(Cl)c(C(=O)NC2C3CC4CC(C3)CC2C4)nn1C (stereo not given)	-0.2	-3	-5	-5
1	-5	18	11	?	102	-9	NC(=O)NC(=O)COC(=O)CC12CC3CC(CC(C3)C1)C2	0.4	-4	-6	-3
0	-7	27	17	98	92	-6	Cc1nc2sc3c(c2c(=O)n1NC(=O)CCBr)CCCC3	0.1	-2	-6	-3
8	-4	10	17	108	108	-2	C/C(CC(=O)NC1C2CC3CC(C2)CC1C3)=N\NC(=O)Cc1cccs1 (stereo not given)	0.1	-3	-5	-6
4	-11	13	4	96	97	-12	CCOC(=O)c1sc2ncn(C(C)C(=O)OCC)c(=O)c2c1C (stereo not given)	0.8	3	-10	-8
6	3	6	3	101	103	2	O=C(/C=C/c1ccc(F)cc1)N1CCN(c2ccccn2)CC1	0.4	-1	0	1
8	-5	15	12	?	102	-5	CCC(C)(C)NC(=O)C1c2ccccc2Oc2ccccc21	1.0	-4	-6	-4
1	0	11	11	?	101	-5	O=C(O)CSc1nnc(-c2ccccc2Br)n1-c1cccc(C(F)(F)F)c1	0.3	0	-2	0
1	-3	14	15	98	109	-4	Cc1cccc(C(=O)Oc2ccccc2/C=N/Nc2ccc([N+](=O)[O-])cc2)c1	0.5	-6	-5	-7
1	-10	34	10	105	114	-14	O=C(Nc1ccc(N2CCN(Cc3ccccc3)CC2)cc1)c1cccnc1	-0.2	-3	-9	-13
1	-5	18	10	95	95	-5	COCCOC(=O)C1=C(N)OC2=C(C(=O)CC(C)(C)C2)C1c1ccncc1 (stereo not given)	0.2	-2	-4	-1
1	-9	26	15	101	98	-16	O=C(CCC(=O)NNC(=S)Nc1ccccc1)NCc1ccccc1	0.3	0	-16	-12
0	-3	9	2	96	101	-8	COc1ccc(Cc2noc(CN3CCCC(OCc4ccccn4)C3)n2)cc1OC (stereo not given)	0.2	-2	-3	-3
8	-1	27	9	101	100	-2	Nc1ccc(Nc2ccc([N+](=O)[O-])cc2[N+](=O)[O-])cc1	0.3	0	-2	-2
11	2	16	12	101	101	-2	Fc1ccc(CSc2nnc3ccccn23)c(Cl)c1	1.1	-2	-5	-3
-4	-9	10	11	103	100	-14	Cc1ccc(NC(=S)N(Cc2ccco2)C2CCN(C(C)C)CC2)cc1	-0.6	-1	-13	-4
2	0	24	7	?	102	-4	O=C(CCCOc1ccc(Cl)cc1Cl)NCCCn1ccnc1	0.1	0	0	0
1	-3	11	5	97	103	3	O=C(Nc1cccnc1)c1cccc(-c2cc3ccccc3oc2=O)c1	0.1	3	-2	0
0	-2	11	37	102	104	-1	CS(=O)(=O)N(CC(=O)N1CCCCCC1)c1ccc2c(c1)OCCO2	0.2	-1	-1	-2
10	0	18	8	?	102	10	COc1ccc(Cn2c(=S)[nH]c3ccccc32)cc1	0.5	0	-38	-3
39	-4	6	14	93	95	-1	Cc1cc(=O)oc2cc(OCc3ccc(C(=O)N4CCN(c5ccccc5)CC4)cc3)ccc12	4.8	3	-6	-6
1	0	21	6	102	98	-4	COCCOC(=O)C1=C(C)NC2(O)c3ccccc3C(=O)C12O (stereo not given)	0.1	-5	-4	-4
0	-6	39	8	96	99	-7	CCC1Oc2ccc(C)cc2N(CC(=O)NCCCN2CCCCC2CC)C1=O (stereo not given)	0.1	-1	-4	-4
12	2	21	12	102	105	4	Cc1nc(NC(=O)/C=C/c2ccccc2)sc1C(=O)N(C)C	-0.8	0	-3	0
0	-1	10	2	101	100	0	COC(=O)C1CC(=O)c2ccsc2C1 (stereo not given)	0.6	-1	-9	-4
2	-2	16	8	103	105	0	O=C(c1ccc(Cl)cc1)N1CCN(c2ccc(F)cc2)CC1	0.6	-1	-4	-4
1	0	11	21	99	101	-3	CCc1ccccc1NC(=O)Cn1nnc(C(=O)NCc2cccs2)c1N	0.0	2	-1	-1
13	-14	32	14	89	92	-13	CCOC(=O)CNC(=O)Cn1cnc2c(nnn2-c2ccc(C)cc2)c1=O	0.8	-4	-10	-11
4	0	24	11	99	97	1	COC(=O)c1ccc(CSc2nnc(Nc3ccc(OC)cc3)s2)o1	0.8	-2	0	0
4	-5	11	10	103	103	-6	CCOc1ccc(-n2cnc3scc(-c4ccc(OC)c(OC)c4)c3c2=O)cc1	0.8	-2	-4	-2
-1	1	7	1	96	90	-1	COc1cc(NC(=S)NCCSc2ccc(C)cc2)cc(OC)c1	-0.3	-3	-4	-4

Look-ups from above.
For ABCG2 inh, Cc1cc(=O)oc2cc(OCc3ccc(C(=O)N4CCN(c5ccccc5)CC4)cc3)ccc12 has the entry 39
For Bcl-B Bim block, Fc1ccc(CSc2nnc3ccccn23)c(Cl)c1 has the entry -5

More records.
ABCG2 inh	Bcl-2 Bim block	GSH fluor	Avidin bead fluor	RGS7-Gao reg	RGS4-Gao reg	Bfl-1 Bim block	structure	ABCB1 inh	Bcl-W Bim block	Bcl-B Bim block	Bcl-XL Bim block
3&4	-7&0	14&22	6&11	101&101	105&97	-8&-4	O=C(c1ccc(COc2ccccc2Cl)o1)N1CCN(Cc2ccc3c(c2)OCO3)CC1	0.5&0.7	-1&0	-5&-2	-2&0
10	-10	27	33	94	100	-21	CC1=NN(C(=O)c2ccc(Br)cc2)C(O)(C(F)(F)OC(F)(F)F)C1 (stereo not given)	-0.1	-4	-8	-6
7	0	16	8	103	107	-3	Cn1cccc1CNC(=S)Nc1ccccc1F	0.5	-1	-11	0
3	0	24	13	97	101	0	Cc1ccccc1C(=O)NC1CCN(C(=O)Nc2ccccc2Cl)CC1	0.8	5	-5	0
3	0	20	9	103	105	-1	CCN1CCN(C(=O)C(C)N(c2ccc(C)cc2)S(C)(=O)=O)CC1 (stereo not given)	0.7	0	1	-2
2	0	5	9	102	103	-7	CCn1c2ccccc2c2cc(/C=N/n3c(C)nnc3C)ccc21	0.3	-2	-4	0
2	-7	11	8	101	105	-7	Cc1[nH]nc2c1C(=O)CC(C)(C)C2	0.1	0	-8	-3
0	-2	7	10	97	88	-2	COc1cccc(C(=O)NCc2ccccc2OC)c1	0.1	-2	2	-5
-2	-5	7	2	102	105	0	COc1cc(/C=N/NC(=O)CCC(=O)NCc2ccccc2)cc(OC)c1OC	-0.9	0	-2	-2
1	-20	16	22	97	99	0	Cc1ccc(NS(=O)(=O)c2cc(OCC(N)=O)c(C)cc2Cl)cc1C	0.0	1	2	3
1	-4	28	6	100	100	-7	O=C(O)c1ccccc1SC1CC(=O)N(C2CCCCC2)C1=O (stereo not given)	0.2	-1	-8	-3
-4	-9	35	13	104	103	-14	CC(Oc1ccccc1)C(=O)Nc1ccccc1O (stereo not given)	-0.8	0	-6	-6
10	-2	12	10	?	103	-2	COc1ccc(/C(N)=N/OC(=O)c2cccc([N+](=O)[O-])c2C)cc1	0.9	-1	-1	0
15	-8	36	12	103	101	-15	Cc1noc(C)c1COC(=O)c1cc2ccccc2cc1O	1.0	1	-10	-3
8	-4	29	10	102	103	-3	CCOC(=O)CCCNC(=O)CCNC(=O)c1ccc(OC(C)C)cc1	0.8	-1	-1	-6
3	2	22	3	102	100	-2	Cc1ccc(NCc2nnc(SCC(=O)N3CCc4ccccc43)n2C)cc1	0.5	7	-2	2
